Furin inhibitor: inhibitors of human furin; purified furin, fluorogenic substrate cleavage; inhibition, % at 30 µM; 220,000 tested, 0.061% active; AID 463115; in the data active means inhibition above about 25%; further: inactives centre near -15
PERK inhibitor: blocks human PERK kinase. 220,000 tested, 0.17% active. inhibition, % at 5.6 µM. CHO PERK-DD fusion, SEAP luminescence translation reporter. Q9NZJ5. AID 1416;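 active means inhibition above the mean inhibition of all tested compounds plus 3 SD, set separately per screening campaign, cut at about 2.9% in these data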;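 further: PERK kinase domain activated by AP20187 dimerizer at 100 nM; 0% = DMSO with dimerizer and 100% = rapamycin at 8.4 µM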
Target sequence (Q9NZJ5 whole entry, looked up, the tested form may be a part): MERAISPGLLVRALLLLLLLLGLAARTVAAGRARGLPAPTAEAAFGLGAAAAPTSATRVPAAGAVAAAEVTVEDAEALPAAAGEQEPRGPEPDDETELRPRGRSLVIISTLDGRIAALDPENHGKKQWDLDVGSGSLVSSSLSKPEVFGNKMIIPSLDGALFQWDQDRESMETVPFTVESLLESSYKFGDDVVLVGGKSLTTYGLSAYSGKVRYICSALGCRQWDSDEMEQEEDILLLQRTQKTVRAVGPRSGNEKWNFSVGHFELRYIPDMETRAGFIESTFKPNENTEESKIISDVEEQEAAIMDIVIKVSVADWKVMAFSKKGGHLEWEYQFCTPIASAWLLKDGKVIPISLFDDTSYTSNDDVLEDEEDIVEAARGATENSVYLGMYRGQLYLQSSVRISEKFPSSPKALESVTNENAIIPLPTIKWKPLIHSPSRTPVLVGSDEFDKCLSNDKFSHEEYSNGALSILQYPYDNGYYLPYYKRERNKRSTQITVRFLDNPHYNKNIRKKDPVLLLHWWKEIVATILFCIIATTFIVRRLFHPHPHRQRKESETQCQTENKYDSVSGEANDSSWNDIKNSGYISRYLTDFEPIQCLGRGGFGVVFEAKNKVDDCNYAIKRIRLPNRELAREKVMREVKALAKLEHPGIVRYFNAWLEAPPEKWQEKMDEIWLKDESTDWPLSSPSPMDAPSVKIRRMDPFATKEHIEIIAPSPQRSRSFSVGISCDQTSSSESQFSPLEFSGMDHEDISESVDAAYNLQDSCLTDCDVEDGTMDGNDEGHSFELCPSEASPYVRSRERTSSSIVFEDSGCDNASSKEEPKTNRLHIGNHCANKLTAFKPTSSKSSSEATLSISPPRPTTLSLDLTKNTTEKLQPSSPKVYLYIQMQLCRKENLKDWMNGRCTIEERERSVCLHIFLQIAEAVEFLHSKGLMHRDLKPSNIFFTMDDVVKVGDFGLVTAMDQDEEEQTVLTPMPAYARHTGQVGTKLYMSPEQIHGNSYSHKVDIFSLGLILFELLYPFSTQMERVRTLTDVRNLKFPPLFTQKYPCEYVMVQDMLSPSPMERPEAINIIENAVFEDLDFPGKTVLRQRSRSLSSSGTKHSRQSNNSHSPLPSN
Rad51 HR inh: Rad51 (human) homologous recombination inhibition | inhibition, % at 10 µM | Q06609 | hRad51 DNA strand exchange, fluorescence dequenching | 200,000 tested, 0.085% active;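 active means inhibition above 40% at the single screening dose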;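 further: 0% = DMSO control wells and 100% = blanks with heterologous ssDNA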
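Material: hRad51 filaments on single-stranded DNA; Reagent: Donor/quencher-labelled 47-bp dsDNA substrate; Compound: 10 µM final, single point; Schedule: 37 °C 15-min filament assembly, 30-min compound preincubation, 15-min exchange; Technique: FRET fluorescence, excitation 485 nm, emission 520 nm; Benchmarks: control wells and blank wells on each plate.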
Cl transport mod: KCC2 (human) Cl- transport modulation; AID 1456; B-score of Tl+ flux slope (higher = more flux/activation; lower = inhibition) at 10 µM; 190,000 tested, 2.2% active; KCC2 cells, thallium flux FluoZin-2 fluorescence; Q9H2X9;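 active means thallium flux slope and its plate-corrected score both differing from the plate sample mean at a set confidence after two filtering rounds, in either direction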;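 further: slope of fluorescence scaled to starting intensity during 10 to 20 s after thallium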
An asterisk follows results filed as active; x = not tested or not shown; [ ] = dose if it differs, or a comment. An excerpt (hit frequency here may not be typical).

Furin inhibitor,Compound,PERK inhibitor,Rad51 HR inh,Cl transport mod
-8.7,COc1ccc(CN2CCCCC2c2cccnc2)c(OC)c1C (configuration not stated),-0.1,-4.8,x
-11.5[20 µM],O=C(c1ccc2c3c(cccc13)CC2)N1CCN(c2ncccn2)CC1,0.6,-5.8,x
-9.4[20 µM],CCN(CC)S(=O)(=O)c1ccc(OC)c(NC(=O)c2ccc(OC)c([N+](=O)[O-])c2)c1,-0.1,7.5,x
-23.2[20 µM],COc1cccc(CN2CCN(C(=O)c3ccco3)CC2)c1OC,0.1,5.4,x
-6.3[20 µM],CN=C1S/C(=C\c2cn(C(C)=O)nc2-c2ccccc2)C(=O)N1C,0.7,6.8,x
-14.1[20 µM],CCOC(=O)CSc1snnc1C,-0.1,-7.7,x
-25.0,Cc1cccc(OCCCC(=O)Nc2nccs2)c1,1.3,13.2,x
-20.6,Nc1cc(C(=O)c2cccs2)ccc1Cl,1.0,0.0,x
-30.2,CCCc1cc(=O)[nH]c(/N=C(/NC(=O)c2ccccc2)Nc2ccc3c(c2)OCCO3)n1,0.8,-0.8,x
-19.5,Clc1cccc2sc(N3CCOCC3)nc12,2.2,-1.1,x
-34.1,COC(=O)CN(c1ccccc1)S(=O)(=O)c1ccccc1,0.3,-10.1,x
-18.3[20 µM],CCCC(=O)Nc1cc(-c2nnc(OC)c3ccccc23)ccc1N1CCOCC1,-1.0,-1.2,x
-23.5,O=C(CSc1nncs1)NCc1ccc2c(c1)OCO2,0.9,0.1,x
-7.7[20 µM],CC(C)(C)C(=O)N1CCN(c2ccc([N+](=O)[O-])cc2Cl)CC1,-0.5,1.9,x
18.6[20 µM],O=C(Nc1ccc(Br)cn1)c1ccc2nccnc2c1,-0.6,-2.2,x
-9.1,COc1cc(CN2CC(C)OC(C)C2)cc(OC)c1 (configuration not stated),0.4,5.9,x
-21.0[20 µM],CCOC(=O)C(C)Sc1snnc1C (configuration not stated),0.6,-9.1,x
-8.8,Cn1c(C(=O)O)cc2cc(F)ccc21,0.3,2.6,x
-24.5[20 µM],Cc1c(-n2c(CN3C(=O)c4ccccc4C3=O)nc3ccccc3c2=O)c(=O)n(-c2ccccc2)n1C,0.1,-2.0,x
-11.3[20 µM],O=C(O)C1CCC(CNCc2cccnc2)CC1 (configuration not stated),0.4,x,-0.467
-20.4[20 µM],Cc1ccc(C(=O)N2CCN(C(=O)c3ccc(C)c(C)c3)C(C)C2)cc1C (configuration not stated),-0.4,x,-0.074
-12.5[20 µM],CCC1(C)Cc2c(sc3c2c(=O)n(C)c2nnc(SCC(=O)c4ccc(Cl)cc4)n32)CO1 (configuration not stated),-0.6,x,-0.446
-25.3[20 µM],COC(=O)c1ccc(C(=O)OC)c(NC(=O)c2cc3ccccc3o2)c1,0.0,x,-0.42
-12.2[20 µM],CCn1c(SCC(=O)N2c3ccccc3Sc3ccc(Cl)cc32)nc2c1c(=O)n(C)c(=O)n2C,0.1,x,-0.129
-0.5[20 µM],COc1ccc(NC(=S)Nc2ccc(F)cc2)c(OC)c1,-0.5,x,-0.0187
-15.7[20 µM],CNc1nc(OCC(F)(F)F)nc(N2CCN(C34CC5CC(CC(C5)C3)C4)CC2)n1,0.8,x,-0.178
-13.2,Cc1ccc(C)c(N(CC(=O)NC2CCCCC2)C(=O)CCC(=O)Nc2ccccn2)c1,-1.2,x,1.27
-7.9[20 µM],COc1cccc2cc(C(=O)C3=C(O)C(=O)N(CCCN4CCOCC4)C3c3ccncc3)oc12 (configuration not stated),1.0,x,-0.00292
-6.0[20 µM],C=CCOc1ccccc1/C=c1\sc2nc(-c3oc4ccccc4c3C)nn2c1=O,0.5,x,0.029
-18.4[20 µM],N#Cc1c(SCc2nc3ccccc3[nH]2)nc2c(c1C(F)(F)F)CCC2,-0.6,x,0.0564
-21.8[20 µM],COc1ccccc1C1/C(=C(\O)c2c(C)nc3c(C)cccn23)C(=O)C(=O)N1CCCN(C)C (configuration not stated),0.4,x,-0.128
-16.0,COc1ccccc1C(=O)Nc1cc(-c2nn3c(C)nnc3s2)ccc1C,-0.2,x,-0.898
-15.2[20 µM],CC(C)n1c(CN2CCN(C)CC2)nc2c1c(=O)n(C)c(=O)n2C,0.3,x,-0.175
-35.5[20 µM],Cc1cccn2c(=O)c3cc(C#N)c(=N)n(CC4CCCO4)c3nc12 (configuration not stated),0.8,x,-0.0316
-18.1[20 µM],COc1ccccc1NC(=O)c1oc2ccccc2c1NC(=O)c1cc(OC)c(OC)c(OC)c1,0.9,x,0.427
-17.6[20 µM],COC(=O)c1cc(OC)c(OC)cc1NC(=O)c1oc2ccccc2c1C,0.9,x,0.0021
6.4,CCCOc1ccc(/C(O)=C2/C(=O)C(=O)N(CCN(C)C)C2c2ccncc2)cc1 (configuration not stated),0.7,x,0.0468
-14.3[20 µM],CC1CCN(Cc2nc3c(c(=O)n(C)c(=O)n3C)n2CCc2ccccc2)CC1,-0.8,x,-1.25
-28.7[20 µM],CNC(=O)CSc1nnc(-c2cc3c(C)nn(-c4ccccc4)c3s2)n1C,0.8,x,0.384
-15.0[20 µM],Cn1c(=O)c2c(nc(CN3CCN(c4ccccc4)CC3)n2CCc2ccccc2)n(C)c1=O,-0.7,x,-0.271
0.9[20 µM],Cn1c(=N)c(S(=O)(=O)c2ccc(Cl)cc2)cc2c(=O)n3ccccc3nc21,0.8,x,0.589
-8.6[20 µM],CCOC(=O)c1cc2c(=O)n3cccc(C)c3nc2n(CCOC)c1=NC(=O)c1ccncc1,0.7,x,-0.0358
-15.2[20 µM],CCCN1C2=C(C(=O)CCC2)C(c2ccc(F)cc2)C2=C1c1ccccc1C2=O (configuration not stated),0.4,x,-0.122
-13.1[20 µM],Cc1ccc(/C(O)=C2\C(=O)C(=O)N(CCCN(C)C)C2c2ccccn2)cc1 (configuration not stated),0.8,x,0.634
-25.5[20 µM],CCOc1ccc2nc(NC3=NCN(CC4CCCO4)CN3)nc(C)c2c1 (configuration not stated),1.2,x,0.112
-31.1,NC(=O)CSc1nnc(COc2ccccc2)n1C1CCCCC1,1.0,x,-0.046
-19.1[20 µM],CSc1ccc(CN2CCC(O)CC2)cc1,1.3,x,0.533
-30.5[20 µM],CCOc1nnnc2c1sc1nc(N3CCOCC3)c3c(c12)CC(C)(C)OC3,1.8,x,-0.356
-23.8[20 µM],CCOC(=O)N1CCC(NC(=O)C2CCC(Cn3c(=O)[nH]c4ccccc4c3=O)CC2)CC1 (configuration not stated),1.2,x,-0.494
-26.1[20 µM],CC(C)N(C(=O)c1ccc2nc3c4ccccc4c4ccccc4c3nc2c1)C(C)C,0.4,x,-0.0297
-7.0[20 µM],O=c1[nH]c(CN2CCCCC2)nc2c1C1(CCCC1)Cc1ccccc1-2,1.8,x,0.554
-0.5[20 µM],CCC(=O)Oc1c(-c2ccccc2)c2nc3ccccc3nc2c2ccccc12,1.6,x,0.0171
-9.7[20 µM],CCn1c(=O)c(C(=O)Nc2cccnc2)c(O)c2ccccc21,0.2,x,1.31
-17.2[20 µM],CCCn1c(=O)c2ccccc2n2c(SCc3cc(=O)n4ccsc4n3)nnc12,-1.2,x,-1.12
-19.7[20 µM],COc1cccc(CC(NC(C)=O)C(=O)NC2CCN(c3c4c(nc5ncnn35)CCC4)CC2)c1 (configuration not stated),0.4,x,1.75
-10.3[20 µM],Cc1nc2ccccc2c(=O)n1NC(=O)Cc1ccccc1,0.5,x,0.105
-10.9[20 µM],CCCCCCc1nc2ccccc2c(=O)n1NC(=O)c1c(O)c2cccc3c2n(c1=O)CC3,1.3,x,0.0335
-23.2[20 µM],c1ccc(-c2nnc(Cn3c4ccccc4c4nc5ccccc5nc43)o2)cc1,-0.4,x,1.04
-9.5[20 µM],Cc1cc(C)n(-c2nc3c(c(=O)n(C)c(=O)n3C)n2CC(O)COc2ccccc2C)n1 (configuration not stated),-0.2,x,-0.702
28.4*[20 µM],Cn1c(=O)c2c(nc(SCC(=O)N3CCc4ccccc43)n2Cc2ccc(F)cc2)n(C)c1=O,0.1,x,0.598

Next results
Furin inhibitor,Compound,PERK inhibitor,Rad51 HR inh,Cl transport mod
-18.0[20 µM],CC(C)(C)C(=O)[C@@H]1[C@@H]2C(=O)N(C3CCCCC3)C(=O)[C@@H]2[C@H]2c3ccccc3C=CN12,-0.3,x,0.13
5.2[20 µM],NC(=O)CSc1nnc(CCc2nc3ccccc3[nH]2)n1-c1ccccc1,1.2,x,-0.0503
-20.8[20 µM],Brc1ccc(C2=Nn3c(nnc3-c3ccncc3)SC2)cc1,0.8,x,0.437
-20.3[20 µM],O=c1[nH]c(N2CCc3ccccc3C2)nc2c1CCCC2,-0.3,x,0.0573
-10.9[20 µM],COc1ccc(CCNc2nc(C)cc(=O)[nH]2)cc1OC,0.2,x,0.99
5.9[20 µM],COc1cccc(C2CC(c3ccccc3Cl)Nc3ncnn32)c1 (configuration not stated),-0.2,x,0.183
-17.6[20 µM],Clc1ccc2c(Cl)c(-c3nnc(-c4ccccc4)o3)sc2c1,0.6,x,-0.457
-16.6[20 µM],CCOc1ccc(-n2c3nc4ccccc4nc3c3c(=O)n(Cc4ccco4)cnc32)cc1,0.7,x,2.78*
-10.3[20 µM],CCOC(=O)c1c(NC(=O)CSc2nnc(-c3ccncc3)n2Cc2ccco2)sc(C(C)=O)c1C,1.0,x,-2.55
-16.3[20 µM],CSc1nc(-c2ccccc2)nc2[nH]ccc(=O)c12,-0.3,x,0.291
-19.5[20 µM],CCCCS(=O)(=O)NC1=NCN(C2CCN(Cc3ccccc3)CC2)CN1,1.7,x,0.505
-8.6[20 µM],CN1CCN(C(=O)c2ccc(-c3nn(C)c(=O)c4ccccc34)cc2)CC1,0.1,x,0.405
-25.9[20 µM],Cc1nc(Nc2nc(=O)c3ccccc3n2C)nc2c(C)cccc12,-0.8,x,0.831
-21.9[20 µM],Cn1c(=O)c2c(nc(NCCCN3CCOCC3)n2Cc2ccc(Cl)c(Cl)c2)n(C)c1=O,-1.0,x,1.14
-7.9[20 µM],Cc1c(NC(=O)c2nn(C)c(=O)c3ccccc23)c(=O)n(-c2ccccc2)n1C,-0.6,x,-0.84

Some of the entries so far, field by field:
Brc1ccc(C2=Nn3c(nnc3-c3ccncc3)SC2)cc1
  Furin inhibitor: -20.8[20 µM]; PERK inhibitor: 0.8; Rad51 HR inh: x; Cl transport mod: 0.437

O=c1[nH]c(N2CCc3ccccc3C2)nc2c1CCCC2
  Furin inhibitor: -20.3[20 µM]; PERK inhibitor: -0.3; Rad51 HR inh: x; Cl transport mod: 0.0573

COc1ccc(CCNc2nc(C)cc(=O)[nH]2)cc1OC
  Furin inhibitor: -10.9[20 µM]; PERK inhibitor: 0.2; Rad51 HR inh: x; Cl transport mod: 0.99

COc1cccc(C2CC(c3ccccc3Cl)Nc3ncnn32)c1 (configuration not stated)
  Furin inhibitor: 5.9[20 µM]; PERK inhibitor: -0.2; Rad51 HR inh: x; Cl transport mod: 0.183

Next part:
Furin inhibitor,Compound,PERK inhibitor,Rad51 HR inh,Cl transport mod
-21.0[20 µM],O=c1[nH]c(SCc2cc(=O)n3ccccc3n2)nc2c1CCC2,0.8,x,-0.421
-15.3[20 µM],N#Cc1c(SCC(N)=O)nc2c(c1-c1ccc(OCc3ccccc3)cc1)CCCC2,0.8,x,-1.84
11.5[20 µM],CC1(C)CC(=O)C=C(NC2CCS(=O)(=O)C2)C1 (configuration not stated),1.0,x,-0.313
-22.3[20 µM],CCCn1c(SCC(=O)Nc2ccccc2C(=O)OCC)nc2c1c(=O)n(C)c(=O)n2C,0.8,x,-0.204
-17.8[20 µM],O=C(CSc1nc(N2CCCCC2)nc(N2CCCCC2)n1)NC1CCCCC1,-0.3,x,0.283
-10.1[20 µM],CCOC(=O)c1ccc2c(c1)N(CC)/C(=C\C=C1/SC(=S)N(CC)C1=O)N2CC,-0.2,x,0.526
-15.9[20 µM],COc1ccc(CC(=O)NCc2nnc(SCC(=O)N3CCN(c4ccccc4)CC3)n2C)cc1,0.5,x,-0.568

Laid out differently: entries from further up.
| Furin inhibitor | PERK inhibitor | Rad51 HR inh | Cl transport mod | SMILES |
| --- | --- | --- | --- | --- |
| -22.3[20 µM] | 0.8 | x | -0.204 | CCCn1c(SCC(=O)Nc2ccccc2C(=O)OCC)nc2c1c(=O)n(C)c(=O)n2C |
| -17.8[20 µM] | -0.3 | x | 0.283 | O=C(CSc1nc(N2CCCCC2)nc(N2CCCCC2)n1)NC1CCCCC1 |

Single records (already shown). Order of values: Furin inhibitor	PERK inhibitor	Rad51 HR inh	Cl transport mod
CC1(C)CC(=O)C=C(NC2CCS(=O)(=O)C2)C1 (configuration not stated) across the screens: 11.5[20 µM]	1.0	x	-0.313
CCCn1c(SCC(=O)Nc2ccccc2C(=O)OCC)nc2c1c(=O)n(C)c(=O)n2C across the screens: -22.3[20 µM]	0.8	x	-0.204
